TDP1 cell noCPT – qHTS for Inhibitors of human tyrosyl-DNA phosphodiesterase 1 (TDP1): qHTS in cells in absence of CPT; DT40 Tdp1-/- hTDP1 cells, no CPT, ATP luminescence, 48 h; AID 686978, 2013; 420,000 tested, 15% active; Potency, µM (titrated, usually from 46.2 µM), inactives show at the highest dose activity change, negative = growth inhibition, actives largely listed as inhibitors; further: nearly all actives have a fitted effect of over 55% in size
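Camptothecin absent (DMSO only). Human TDP1-complemented DT40 knockout cells, 400 cells/well, 37 °C for minimum 48 hr; ATP measured via CellTiter-Glo, 30 min dark incubation, luminescence.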
TDP1 inh – qHTS Assay for Inhibitors of Tyrosyl-DNA Phosphodiesterase (TDP1) | Tyrosyl-DNA phosphodiesterase 1 (Homo sapiens), Q9NUW8 | 350,000 tested, 0.28% active | Potency, µM (doses to about 130 µM), for the others: top-dose activity change, negative = inhibition, most hits filed as inhibitors | recombinant TDP1, AlphaScreen DNA substrate cleavage | AID 485290, 2010; further: nearly all actives have a fitted effect of over 40% in size
Target sequence (Q9NUW8 whole entry, looked up): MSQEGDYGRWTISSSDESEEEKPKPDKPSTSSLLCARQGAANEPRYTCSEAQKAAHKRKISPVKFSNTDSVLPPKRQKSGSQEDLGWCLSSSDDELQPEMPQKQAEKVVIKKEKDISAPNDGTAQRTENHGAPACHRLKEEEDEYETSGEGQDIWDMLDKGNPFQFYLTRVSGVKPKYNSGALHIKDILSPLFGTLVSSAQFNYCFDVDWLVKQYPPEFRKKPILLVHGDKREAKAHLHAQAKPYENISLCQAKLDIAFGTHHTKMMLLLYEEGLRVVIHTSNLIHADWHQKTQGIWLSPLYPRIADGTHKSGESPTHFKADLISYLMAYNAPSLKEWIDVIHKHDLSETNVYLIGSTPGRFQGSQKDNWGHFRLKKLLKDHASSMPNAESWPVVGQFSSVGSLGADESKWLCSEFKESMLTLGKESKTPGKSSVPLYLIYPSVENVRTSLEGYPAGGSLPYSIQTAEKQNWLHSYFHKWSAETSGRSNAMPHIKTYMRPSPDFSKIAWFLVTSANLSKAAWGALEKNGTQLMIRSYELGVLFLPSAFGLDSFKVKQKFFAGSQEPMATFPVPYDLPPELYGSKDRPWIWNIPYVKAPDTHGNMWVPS
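Compounds were preincubated with Tdp1 (1 nM final) for 15 min at room temperature before substrate (15 nM final) started a 5 min reaction; beads (10 ug/ml final) were then added for 10 min before AlphaScreen detection.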
DT40 TDP1 CPT – qHTS for Inhibitors of human tyrosyl-DNA phosphodiesterase 1 (TDP1): qHTS in cells in presence of CPT; chicken DT40 Tdp1-/-;hTDP1 cells + 20 nM CPT, ATP luminescence, 48 h; Potency, µM (highest dose often 46.2 µM), inactives show at the top dose activity change, negative = growth inhibition, usual class: inhibitors; 420,000 tested, 12% active; AID 686979, 2013; further: nearly all actives have a fitted effect of over 55% in size
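Chicken DT40 Tdp1-/- cells complemented with human TDP1, 400 cells/well, exposed to compounds plus 20 nM camptothecin for at least 48 h at 37 C; viability read as ATP content by CellTiter-Glo luminescence.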
Numbers without * were called inactive; ? = inconclusive; . = not tested or not shown; & = joins results of further samples; [ ] = remark or other dose. The call rests on the fitted dose curve; in most records, active means well fitted curve in the direction sought with a large enough effect; inconclusive means small, poorly fitted or top-dose-only effect, or another doubt; inactive means no such curve, though single readings can be large; an effect the other way counts as inactive or inconclusive. On the % scale 0 is the no-effect control and ±100 the full control effect; potency means the concentration at half of the fitted maximal effect.

Each structure is followed by: TDP1 cell noCPT	TDP1 inh	DT40 TDP1 CPT
C#CCN(C[C@H]1[C@H](OC(=O)NCc2ccccc2F)[C@H](OC(=O)NCc2ccccc2F)C[C@@H](C(=O)OC)[C@H]1C(=O)OC)S(=O)(=O)c1ccc(C)cc1
    6.5µM*	.	4.6µM*
CCCN1C(C(=O)c2ccccc2)=C(OC(=O)c2ccc(OC)cc2)c2ccccc2S1(=O)=O
    5.2µM*	9%	5.2µM*
CC1=NC(C)(C)Cc2cc(C)c(C)cc21
    8%	6%	3%
Cc1ccc(-c2nnc(N(C)C(=O)c3cccnc3)s2)cn1
    -23%	0%	-1%
Cc1ccc(-c2nn[nH]n2)o1
    13%	4%	0%
Cc1ccccc1CN1CCN(CC(=O)NCc2ccccc2)C1=O
    -13%	7%	-7%
O=C(COc1ccc(Cl)cc1)NNC(=O)c1ccc2c(=O)n3c(nc2c1)CCC3
    0%	-4%	-17%
CCOC(=O)C1CCCN(C(=O)c2ccc(F)c(Cl)c2)CC1 (stereo not drawn)
    -20%	.	-12%
CC1O[C@@H](OC2C(O)C(O)C(CO)O[C@H]2OC2C[C@]3(C)C(CC(O)C4[C@@H]([C@]5(C)CC[C@@H](C(C)(C)O)O5)CC[C@]43C)[C@@]3(C)CCC(O)C(C)(C)C23)C(O)C(O)C1O (stereo partly drawn)
    8%	0%	-1%
c1ccc(Cn2ncc3c(N4CCN(c5ccccc5)CC4)ncnc32)cc1
    16µM*	.	18µM*
Cc1cc(C)c(C(=O)C(C)OC(=O)C2=COCCO2)cc1C (stereo not drawn)
    -21%	2%	-5%
Cc1[nH]n(-c2ccccc2)c(=O)c1C(c1ccc(O)c([N+](=O)[O-])c1)c1c(C)[nH]n(-c2ccccc2)c1=O
    -26%	.	-2%
COc1ccc2[nH]c3c(=O)n(CCCCCC(=O)NCCC(C)C)c(=S)[nH]c3c2c1
    0%	3%	-14%
COc1ccc(-n2c(CNC(=O)c3cccc4ccccc34)nnc2SC)cc1
    -21%	.	9%
O=C1NC(c2ccccc2)Oc2ccccc21 (stereo not drawn)
    -1%	3%	-11%

Full records from above. Order of values: TDP1 cell noCPT	TDP1 inh	DT40 TDP1 CPT
Record of Cc1ccc(-c2nnc(N(C)C(=O)c3cccnc3)s2)cn1 → -23%	0%	-1%
Record of CC1O[C@@H](OC2C(O)C(O)C(CO)O[C@H]2OC2C[C@]3(C)C(CC(O)C4[C@@H]([C@]5(C)CC[C@@H](C(C)(C)O)O5)CC[C@]43C)[C@@]3(C)CCC(O)C(C)(C)C23)C(O)C(O)C1O (stereo partly drawn) → 8%	0%	-1%
Record of O=C1NC(c2ccccc2)Oc2ccccc21 (stereo not drawn) → -1%	3%	-11%

(cont.)
Each structure is followed by: TDP1 cell noCPT	TDP1 inh	DT40 TDP1 CPT
CCn1c(-c2cccnc2)nc2cc(NC(=O)COC)cc(C(=O)N3CCc4ccccc4C3)c21
    5%	.	0%[9.04 µM]
CC(C)NC(=O)COC(=O)c1cncc(Br)c1
    -14%	0%	-4%
CCCc1ccc(S(=O)(=O)N2CCN(C(=O)CN3C(=O)NC(C)(C4CC4)C3=O)CC2)cc1 (stereo not drawn)
    -22%	.	-6%
O=C(NCC1CCCO1)C(=O)NCC(c1ccco1)N1CCN(c2ccccc2)CC1 (stereo not drawn)
    -24%	-5%	-21%
CC(C)(C)NC(=O)C1c2ccccc2OCC(=O)N1CCc1ccccc1 (stereo not drawn)
    1%	.	10%
CCN(CC(=O)Nc1ccc(NC(C)=O)cc1)C(=O)CSC(=S)N1CCCC1
    7.3µM*	0%	?
O=C(CN1C(=O)CSc2ccc(S(=O)(=O)N3CCCCC3)cc21)NCc1ccccc1Cl
    -26%	6%	-23%
Cc1ccc(NC(=O)Cc2nnc(SCC(=O)Nc3nncs3)n2C)c(C)c1
    -15%	0%	5%
O=C(O)/C=C(\CC(=O)O)C(=O)O
    -3%&2%	7%[56.1 µM]	-5%&1%
CCOC(=O)CNc1nnc(SCC(=O)OCC)[nH]c1=O
    ?	0%	-8%
CC(C(=O)NCC1CCCCC1)N1CCN(S(=O)(=O)c2ccccc2F)CC1 (stereo not drawn)
    -16%	0%	-24%
CC(=O)c1ccc(Nc2cc(C)nc3nc(Cc4ccccc4)nn23)cc1
    -17%	5%	?
COC(=O)c1c(C(=O)OC)c(-c2ccc(Cl)c(Cl)c2)n2c1CCC2
    ?	6%	21µM*
COc1ccccc1OCCNC(=O)Nc1ccc(Br)cc1
    ?	0%	-15%
Cc1oc(C)c2c(=O)cc(-c3ccc4c(c3)OCO4)cc(OC(=O)c3ccccc3Cl)c12
    ?	5%	23µM*
C=CCn1nnnc1SCC(=O)Nc1cccc(OC)c1
    -11%	10%	-1%
COc1cccc(Cn2c(=O)c(-c3ccc(F)cc3)nc3cnc(N(C)C)nc32)c1
    9%	.	3%
COc1ccc(S(=O)(=O)N2CCC(C(=O)OCC(=O)c3ccccc3)CC2)cc1[N+](=O)[O-]
    -10%	-3%	2%
COc1ccc(NC(=O)CN2CCN(c3ccccn3)CC2)cc1Cl
    3%	.	2%
CC1(C(=O)N/N=C/c2ccc3c(c2)OCO3)CC1(Br)Br (stereo not drawn)
    -2%	2%	-19%
O=C(Cn1nc(C(=O)O)c2ccccc2c1=O)Nc1ccc(F)cc1
    14%	3%[0.0935 µM]	-17%
CC(C)(C)c1ccc(OCC(=O)NC(Cc2c[nH]c3ccccc23)C(=O)O)cc1 (stereo not drawn)
    -2%	.	7%
N=c1ccn(CC(=O)c2ccc(-c3ccccc3)cc2)cc1
    2.9µM*	6%	4.6µM*
O=C(Cn1c(O)c(N=NC(=O)c2ccncc2)c2ccccc21)Nc1ccccc1
    -11%	4%	-16%
O=C(O)C1CCN(Cc2cnn(-c3ccccc3)c2-n2cccc2)CC1
    2%	.	1%
Cc1ccccc1N1CC(c2nc3ccccc3[nH]2)CC1=O (stereo not drawn)
    1%	7%	-4%
CN(C)c1nc(N)nc(N(c2ccccc2)c2ccccc2)n1
    ?	3%	?
Cc1ccc(NC(=O)NCCN2C(=O)C3C4C=CC(C4)C3C2=O)cc1 (stereo not drawn)
    -17%	1%	0%
CC(=O)OC(C(=O)Nc1nccs1)c1ccccc1 (stereo not drawn)
    1%	5%	?
Cc1cc(SCc2c(F)cccc2Cl)nc(=O)[nH]1
    -22%	1%	1%
COc1ccccc1-c1noc2c1C(=O)N(Cc1cn(-c3ccccc3OC)nn1)CC2
    18µM*	.	?
NC(=O)c1ccc(SCC(=O)OCC(=O)NCc2ccco2)c([N+](=O)[O-])c1
    13%	1%	18%
CCN(Cc1ccccc1)C(c1cc2cc(C)ccc2[nH]c1=O)c1nnnn1CCOC (stereo not drawn)
    ?	0%	-25%
CC(C)C(=O)NNC(=O)CSc1nnc(-c2ccccc2)c(-c2ccccc2)n1
    -10%	5%	-15%
COC(=O)c1cc2c(C)[nH]c(C)c2cc(C(=O)OC)c1=O
    6.5µM*	0%	7.3µM*
Nc1c(N(Cc2ccco2)C(=O)COc2ccccc2)c(=O)[nH]c(=O)n1Cc1ccccc1
    12%	-1%	12%
CCCCN(C=O)c1c(CC)nc2c(OCc3cc(Cl)cc(Cl)c3)cccn12
    ?	.	?
CCOc1ccccc1N1CCN(S(=O)(=O)c2cc(C)ccc2OC)CC1
    ?	-3%	-5%
CCOc1cc(NC(=S)Nc2ccccc2)c(OCC)cc1NC(=O)c1ccccc1
    26µM*	10%	18µM*
Cn1cc(Br)c(C(=O)N/N=C/c2cccc(OC3CSC3)c2)n1
    ?	0%	4%
Cc1nnc(SCC(=O)NCc2ccccc2F)c2nn(-c3ccc(Cl)cc3)c(C)c12
    8.2µM*	3%	13µM*
Cc1cc(O)c(Sc2ncn[nH]2)cc1NS(=O)(=O)c1ccc(Cl)cc1
    -1%	0%	-23%
COc1ccc(NC(=O)CSc2nc(NS(=O)(=O)c3ccc(C)cc3)cc(=O)[nH]2)cc1
    -23%	20µM*	?
O=C(Nc1cccc(F)c1)c1cccnc1N1CCOCC1
    -12%	0%	-11%
O=C(O)c1ccccc1-c1ccccc1C(=O)Nc1ccccc1Br
    15%	5%	-10%

As entered above:
TDP1 cell noCPT with O=C(O)c1ccccc1-c1ccccc1C(=O)Nc1ccccc1Br : 15%
TDP1 inh with Cc1cc(O)c(Sc2ncn[nH]2)cc1NS(=O)(=O)c1ccc(Cl)cc1 : 0%
TDP1 inh with COc1ccc(NC(=O)CSc2nc(NS(=O)(=O)c3ccc(C)cc3)cc(=O)[nH]2)cc1 : 20µM*
TDP1 cell noCPT with COc1ccccc1-c1noc2c1C(=O)N(Cc1cn(-c3ccccc3OC)nn1)CC2 : 18µM*

(list continues)
Each structure is followed by: TDP1 cell noCPT	TDP1 inh	DT40 TDP1 CPT
COc1cc(NC(=O)c2cccs2)cc(OC)c1
    -3%	-3%	0%
Cn1cccc1C(=O)c1cccc([N+](=O)[O-])c1
    7%	0%	9%
O=C(CSc1nnc2ccc(-c3ccc(F)cc3)nn12)NCC1CCCO1 (stereo not drawn)
    -17%	0%	7%
OCCSc1nc(-c2ccccc2)nc2ccc(F)cc12
    ?	0%	?
C=CCn1c(-c2ccc(Cl)cc2)cnc1SC(C)C(=O)NC(N)=O (stereo not drawn)
    ?	5%	-16%
Cn1c(-c2ccc(F)cc2)cc2onc(-c3c(F)cccc3Cl)c2c1=O
    ?	0%	13µM*
COc1ccc(CC(=O)N2CCN(S(=O)(=O)c3cccs3)CC2)cc1OC
    7%	1%	0%
CCC(C)(C)C1CCC2(CC1)NC(=O)N(CC(=O)Nc1nc(-c3ccc(C)cc3)cs1)C2=O (stereo not drawn)
    7.3µM*	6%	?
O=S(=O)(c1cnc[nH]1)N1CCN(c2ccc(Cl)cc2)CC1
    1%	5%	2%
CC(C)OCC(O)CS(=O)Cc1ccccc1 (stereo not drawn)
    -4%	0%	-3%
O=C(Cc1ccccc1)N1CCN(C(=O)c2ccco2)CC1
    2%	-2%	1%
Cc1cnc(C(=O)Nc2cccc(S(=O)(=O)N(C)C)c2)cn1
    ?	.	-1%
COc1ccc(OC)c(CNC(=O)Cn2nc(C)c3c(C)n(-c4ccccc4)nc3c2=O)c1
    ?	-11%	?
COCCCN(C(=O)CSCc1c(C)noc1C)c1c(N)n(Cc2ccccc2)c(=O)[nH]c1=O
    -22%	-11%[0.505 µM]	6%
O=C(NC1CCCC1)C(C1CC1)n1c(-c2ccccn2)nc2ccccc21 (stereo not drawn)
    7.3µM*	.	9.2µM*
CC[C@]12c3[nH]c4ccc(Cl)cc4c3CCN1C(=O)[C@@H](CC(=O)NCCCn1ccnc1)C[C@@H]2C(=O)N1CCN(C(=O)c2ccco2)CC1
    11%	2%[56.1 µM]	9%
CCOc1ccc2[nH]c3c(N4CCN(c5ccccn5)CC4)ncnc3c2c1
    16µM*	10%	8.9µM*
COc1ccc(C)cc1S(=O)(=O)Nc1ccccc1
    0%	-2%	-23%
Cc1onc(-c2c(Cl)cccc2Cl)c1C(=O)N1CCCc2ccccc21
    21µM*	-8%	21µM*
CN(c1ccc(OCC(=O)OCC(=O)NCc2ccco2)cc1)S(=O)(=O)c1ccc2ccccc2c1
    18%	0%	2%
N#C/C(=N\Nc1ccc(S(=O)(=O)N2CCc3ccccc32)cc1)C(N)=S
    12µM*	11%	-18%
Oc1ccccc1CC=NC1CCCCC1
    -25%	.	-9%
CCc1cc(C(=O)NCCN(C)C)cs1
    15%	1%	-23%
CCCS(=O)(=O)N1CCCC(C(=O)NCC2CCCO2)C1 (stereo not drawn)
    -14%	3%	8%
COc1ccc(-c2cc(C(=O)Nc3ccc(OC)c(OC)c3)no2)cc1
    -9%	.	3%
CC(C)c1cc(Cn2c3ccccc3c(=O)n2C(C)Cn2cc(-c3ccc(C(C)(C)C)cc3)nn2)on1 (stereo not drawn)
    15µM*	.	?
CCOC(=O)c1ccc(NC(=O)CSc2nnc(CNc3ccc(OC)cc3)n2C)cc1
    -13%	3%	-19%
CCNC(=O)C(=O)NCC(c1cccs1)S(=O)(=O)c1ccc(C)cc1 (stereo not drawn)
    2%	0%	-17%
COCCCNC(=O)c1ccc(CS(=O)(=O)c2cccc(C(F)(F)F)c2)o1
    5%	.	-15%
Cc1ccc(NC(=O)C(Cc2ccccc2)NS(=O)(=O)c2ccc3c(c2)oc(=O)n3C)c(Cl)c1 (stereo not drawn)
    4%	-1%	4%
OCCn1ccc(-c2ccccc2OCc2ccc(F)cc2)n1
    21µM*	.	?
O=C(NCC1CCCO1)/C(=C\c1cccc([N+](=O)[O-])c1)NC(=O)c1ccccc1 (stereo not drawn)
    2%	3%	6%
CN(CC(=O)N1CCc2[nH]c3ccc(F)cc3c2C1)CC1OCCO1
    -23%	1%	-8%

Screening results from PubChem.

The order is random; overall some 18% were active at least once.
